NPC1 prom act: NPC1 promoter activation | Huh7 NPC1 promoter luciferase reporter, 24 h | 320,000 compounds, 2.4% hits | Potency, µM (highest dose often 9.22 µM), inactives show top-dose activation, actives largely listed as activators;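 also: % of control where 0% means no effect; nearly all actives have a fitted effect of over 60% in size; reporter is driven by a mutant NPC1 promoter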
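Quantitative HTS used a cell-based reporter: Huh7 cells stably bearing the NPC1 promoter upstream of luciferase were treated with compounds for 24 h, and promoter activation was read as luminescence.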
p53 reactivator: restores transcriptional activity of mutant p53; Potency, µM (doses to about 92.2 µM), inactives show at the highest dose activity change, positive = activation, actives largely listed as activators; 320,000 compounds, 0.063% hits; H1299 p53-A138V BP100-luciferase reporter, luminescence, 24 h; also: % of control where 0% means no effect; nearly all actives have a fitted effect of over 45% in size
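p53-null H1299 cells stably carrying temperature-sensitive p53-A138V and a BP100-luciferase reporter were pinned with compounds (4-point, 1:5 series) and held 24 hrs at 37 deg C. Luminescence was read 10 min after detection reagent.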
uPA generation: blocks generation of uPA at the cell surface; cell surface uPA generation assay, qHTS; Potency, µM (doses to about 38.3 µM), inactives show at the top dose activity change, negative = inhibition, hits mostly inhibitors; 330,000 compounds, 0.31% hits; AID 540303; active = well fitted inhibition curve with a large enough effect; inconclusive = small, poorly fitted or top-dose-only effect; inactive = no such curve, though single readings can be large or run the other way; tested in mouse RAW 264.7 cells; also: % is scaled to controls: 0 for no effect and ±100 for the full control effect; nearly all actives have a fitted effect of over 55% in size
Gal4-VP16 FLuc: counter-screen for ROR gamma inhibitors: Gal4-VP16 reporter | Drosophila S2 Gal4-VP16 UAS-luciferase, luminescence, 20 h | Potency, µM (highest dose often 53.6 µM), without a hit: at the highest dose activity, negative = inhibition, hits mostly inhibitors | 310,000 compounds, 3.5% hits;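 also: Gal4-VP16 expression switched on by copper sulfate through the metallothionein promoter; % is scaled to controls: 0 for no effect and ±100 for the full control effect; nearly all actives have a fitted effect of over 50% in size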
Rab9 prom act: activates the Rab9 promoter. Huh7 Rab9 promoter-luciferase reporter, luminescence, 24 h. Potency, µM (titrated, usually from 9.22 µM), without a hit: at the highest dose activation, negative = inhibition, most hits filed as activators. 320,000 compounds, 2.8% hits. AID 485297; also: % of control where 0% means no effect; nearly all actives have a fitted effect of over 60% in size
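Promoter activation is measured as luciferase luminescence in Huh7 cells stably transfected with a Rab9 promoter–luciferase construct, following 24 h compound exposure at 37 °C and 10 min reagent incubation at ambient temperature.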
RORgamma inh: inhibitors of mouse ROR gamma transcriptional activity; P51450; Drosophila S2 Gal4-RORgamma UAS-luciferase reporter, 20 h; Potency, µM (highest dose often 53.6 µM), for inactives: at the top dose activity change, negative = inhibition, most hits filed as inhibitors; 310,000 compounds, 5.4% hits; AID 2551; also: % is scaled to controls: 0 for no effect and ±100 for the full control effect; nearly all actives have a fitted effect of over 60% in size
Target sequence (P51450 whole entry, looked up, the tested form may be a part): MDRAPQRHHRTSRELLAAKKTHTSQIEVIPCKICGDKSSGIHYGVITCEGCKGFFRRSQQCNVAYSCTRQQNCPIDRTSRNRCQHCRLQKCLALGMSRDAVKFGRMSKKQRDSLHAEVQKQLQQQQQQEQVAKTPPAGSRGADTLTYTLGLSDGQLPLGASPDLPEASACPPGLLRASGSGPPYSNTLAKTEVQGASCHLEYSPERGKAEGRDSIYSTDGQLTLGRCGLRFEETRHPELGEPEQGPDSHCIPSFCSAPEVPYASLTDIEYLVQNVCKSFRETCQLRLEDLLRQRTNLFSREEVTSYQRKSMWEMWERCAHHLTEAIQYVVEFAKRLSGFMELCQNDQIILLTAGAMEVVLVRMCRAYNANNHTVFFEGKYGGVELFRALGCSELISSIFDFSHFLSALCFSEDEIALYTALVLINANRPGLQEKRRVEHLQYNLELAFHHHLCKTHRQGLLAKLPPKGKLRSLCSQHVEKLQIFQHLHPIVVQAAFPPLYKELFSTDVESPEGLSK
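Stable Schneider cell line, Gal4 DNA-binding domain fused to ROR gamma, UAS-luciferase. Cmpd 1 hr RT → CuSO4 700 uM final → 20 hr RT → luciferase reagent 10 min → luminescence.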
FLuc counter: inhibits or activates purified firefly luciferase, miR-21 counter-screen; 360,000 compounds, 6.9% hits; Potency, µM (top dose mostly 57.5 µM), for the others: top-dose activity change, negative = inhibition, usual class: inhibitors; purified FLuc, Km substrates, luminescence inhibition;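 also: plate controls were vehicle for no effect and reference inhibitor for full effect; nearly all actives have a fitted effect of over 55% in size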
Target sequence (P08659 whole entry, looked up): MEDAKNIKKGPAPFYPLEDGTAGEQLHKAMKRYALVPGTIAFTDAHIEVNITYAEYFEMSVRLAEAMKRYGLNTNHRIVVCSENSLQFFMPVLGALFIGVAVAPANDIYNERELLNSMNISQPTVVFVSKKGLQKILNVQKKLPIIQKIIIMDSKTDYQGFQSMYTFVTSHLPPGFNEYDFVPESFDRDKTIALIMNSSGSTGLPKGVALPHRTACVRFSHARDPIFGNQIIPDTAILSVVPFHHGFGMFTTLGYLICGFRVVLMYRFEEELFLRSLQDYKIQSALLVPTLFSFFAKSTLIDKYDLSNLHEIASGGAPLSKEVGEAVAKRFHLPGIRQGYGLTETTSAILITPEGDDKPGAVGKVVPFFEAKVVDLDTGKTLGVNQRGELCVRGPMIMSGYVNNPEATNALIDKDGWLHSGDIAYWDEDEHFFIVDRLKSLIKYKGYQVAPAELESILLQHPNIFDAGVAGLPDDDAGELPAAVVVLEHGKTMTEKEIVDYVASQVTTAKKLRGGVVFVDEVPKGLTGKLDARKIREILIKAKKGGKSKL
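Biochemical qHTS of compounds, final roughly 60 µM downward over six points, against 10 nM purified firefly luciferase using Km concentrations of substrates (10 uM D-luciferin, 10 uM ATP) in Tris acetate pH 7.5 buffer; luminescence output.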
MBNL1 CUG block: MBNL1-poly(CUG) RNA binding inhibition; Q9NR56; TR-FRET MBNL1-His/biotin-(CUG)12 binding, 665/545 ratio; Potency, µM (highest dose often 57.5 µM), inactives show at the top dose activity change, negative = inhibition, most hits filed as inhibitors; 280,000 compounds, 0.036% hits; active = well fitted inhibition curve with a large enough effect in the signal ratio, with a control signal flat, not every such curve was filed as active; inconclusive = small, poorly fitted or top-dose-only effect, or effect the other way, or a change in a side signal; inactive = no such curve, though single readings can be large or run the other way; the % refers to the signal ratio; also: % is scaled to controls: 0 for no effect and ±100 for the full control effect
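Compounds (final 92 nM to 58 uM) are added to His-tagged MBNL1 and biotin-(CUG)12, then terbium anti-His antibody and streptavidin-XL665 (5 nM final). After 60 min at room temperature, the 665/545 nm ratio is read.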
BRCA1 expr act: BRCA1 expression activation; AID 624202; 380,000 compounds, 1.1% hits; MCF7-BRCA1-FFLuc reporter, luminescence, 48 h; response scale: scaled: vehicle 0%, 10 µM genistein 100%; Potency, µM (doses to about 46.1 µM), for inactives: top-dose activation, actives largely listed as activators; also: nearly all actives have a fitted effect of over 80% in size; some results filed as inactive show a strong effect at the top dose
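Luminescence from a BRCA1-driven firefly luciferase in MCF7 cells was the read-out, taken 15 min after substrate addition following 48 h compound exposure at 37 °C. Data were normalized to a 10 microM genistein control and DMSO vehicle.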
ELG1 genotox: inducers of genotoxicity in HEK293T ELG1-luciferase cells; Potency, µM (highest dose often 46 µM), inactives show at the highest dose activity change, positive = activation, hits mostly activators; 330,000 compounds, 1.3% hits; HEK293T ELG1-luciferase reporter, luminescence, 16 h; also: % of control where 0% means no effect; nearly all actives have a fitted effect of over 60% in size
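HEK293T cells expressing luciferase-tagged ELG1 were treated with compound or DMSO for 16 hr at 37°C. Luciferase activity was then read after 30 min with ONE-Glo at room temperature; rising signal flags genetic stress.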
An asterisk follows results filed as active; ? = inconclusive; / = not tested or not shown; & = joins results of further samples; [ ] = remark or other dose. Unless noted, calls follow the shape of the dose curve; as a rule, active = well fitted curve in the direction sought with a large enough effect; inconclusive = small, poorly fitted or top-dose-only effect, or another doubt; inactive = no such curve, though single readings can be large; an effect the other way counts as inactive or inconclusive. Potency is read from the fitted curve at half-maximal effect. Compounds as they come; any-hit rate near 13%.

SMILES	NPC1 prom act	p53 reactivator	uPA generation	Gal4-VP16 FLuc	Rab9 prom act	RORgamma inh	FLuc counter	MBNL1 CUG block	BRCA1 expr act	ELG1 genotox
COC(=O)c1nn(-c2ccc(Oc3ccccc3)cc2)c(=O)cc1O	-3%	-1%	3%	-14%	0%	0%	-19%	-13%	0%	0%
Cc1cc(F)ccc1N1CCC(N2CCN(C)C(CCO)C2)CC1 (stereo not drawn)	-1%	?	3%	-1%	0%	-3%	-5%	-5%	-3%	0%
O=C(O)c1cc(NS(=O)(=O)c2ccc(N3CCOCC3)c([N+](=O)[O-])c2)cc(C(=O)O)c1	6%	9%	2%	-13%	-7%	-7%	0%	?	-23%	1%
Cc1cc[n+](C(C)C(=O)c2ccc(-c3ccccc3)cc2)cc1 (stereo not drawn)	-16%	-2%	-6%	10µM*	-19%	?	-1%	12%	0%	-7%
O=C(c1cccs1)N1CCN(Cc2ccccc2[N+](=O)[O-])CC1	-1%	-1%	-1%	1%	-2%	37%	-9%	/	-17%	-3%
COc1cc(OC)cc(-c2oc(=O)c3cc(OC)c(OC)cc3c2/C=C/c2ccc(F)cc2)c1	-6%	4%	5%	/	-1%	/	4%	/	-10%	0%
CCC(=O)C1CCCN(C(=O)c2ccc(OC3CCN(C(=O)CCOC)CC3)cc2)C1 (stereo not drawn)	2%	0%	4%	12%	0%	4%	7%	0%	1%	5%
CCOCCCNS(=O)(=O)c1ccc(NC(=O)N2c3ccccc3Sc3ccccc32)cc1	2%	-2%	?	2%	-1%	-26%	6%	-6%	-55%	-4%
C=CCN(C(=O)CSc1nc2[nH]ncc2c(=O)n1-c1ccccc1OC)c1ccccc1	-8%	13%	/	1%	2%	?	3%	0%	2%	-2%
CSc1nnc(-c2sccc2OCc2ccc(C)cc2)n1C	-15%	-12%	/	0%	-8%	-8%	1%	1%	-59%	0%
CCOc1ccc(-c2nnn(CC(=O)c3cc(OC)ccc3OC)n2)cc1	-7%	-1%	-2%	-8%	-1%	?	-1%	3%	-66%	-7%
Cc1ccc(/C=N/NC(=O)CNC(=O)c2cccs2)cc1	2%	7%	1%	-8%	29%	12%	15µM*	12%	30%	?
CC(=O)Nc1ccc(S(=O)(=O)NCCN2CCOCC2)cc1	3%	-3%	/	-3%	7%	-21%	5%	8%	-6%	2%
Cn1nc(CC(=O)NC2CCCCCC2)c2ccccc2c1=O	0%	10%	-22%	-29%	-8%	9%	2%	-15%	-3%	-9%
NC(=O)CC(NC(=O)Cc1ccc(Br)cc1)c1ccc(NCCN2CCCC2)c([N+](=O)[O-])c1 (stereo not drawn)	-4%	9%	7%	6%	0%	11%	2%	?	10%	-3%
CCOC(=O)N1CCN(C(=O)c2ccc(S(=O)(=O)c3ccc(C)cc3)c(NC(C)=O)c2)CC1	6%	-3%	5%	-2%	-1%	36%	3%	10%	5%	2%
C[C@H](NC(=O)OC(C)(C)C)C(=O)N/N=C/c1ccc2nccnc2c1	-4%	-2%	5%	2%	-8%	5%	-13%	?	13%	-1%
COc1ccccc1C(=O)N/C(=C/c1ccc(Br)cc1)C(=O)NCCO	1%	-2%	-5%	3%	3%	-6%	-2%	20%	14%	2%
CCOc1ccc(NC(=O)c2c(NC(=O)CN3CCCC3)sc3c2CCC3)cc1	1%	17%	12%	4.5µM*	1%	4.5µM*	4%	-1%	-16%	-8%
Cc1ccc2cc(C(c3nnnn3C(C)(C)C)N3CCCC3)c(=O)[nH]c2c1C (stereo not drawn)	-3%	-1%	/	1%	27%	-1%	0%	?	/	4%
C=CCNC(=S)N1CCN(CCN=Cc2c(C)[nH]n(-c3ccc([N+](=O)[O-])cc3)c2=O)CC1	-1%	14%	4%	9%[10 µM]	8%	3%	-7%	?	-2%	0%
CC1CCCCN1C(=O)C1CCCCN1S(=O)(=O)c1cccc([N+](=O)[O-])c1 (stereo not drawn)	3%	5%	1%	6%	2%	-11%	7%	?	1%	0%
Cc1ccc(CNC(=O)CN2CCN(Cc3ccc(C)cc3)C2=O)cc1	2%	-1%	3%	?	-3%	5%	-1%	5%	-34%	-10%
CCOC(=O)c1c(/N=C/N(C)C)sc(/C=N/Nc2ccccc2)c1-c1ccccc1	5%	-11%	8%	-16%	0%	-11%	-4%	/	-32%	2%
CCc1nc2oc3cc(OC)ccc3c(=O)c2c(=O)n1Cc1ccccc1	1%	-4%	/	-2%	10%	5%	5%	2%	-11%	5%
Cc1sc2ncnc(N=Nc3c(O)[nH]c4ccccc34)c2c1C	16%	7%	0%	10%	?	-6%[10 µM]	0.85µM*	/	-21%	3%
CCCN1CCC(NC(=S)Nc2ccc(OC)c(OC)c2)CC1	-1%	1%	10%	-6%	-2%	5%	2%	2%	7%	-4%
CN(C(=O)C1CCC(=O)N(CCc2ccc(Cl)cc2)C1)C1CCOCC1 (stereo not drawn)	2%	9%	-4%	-5%	-2%	5%	1%	4%	3%	1%
CCN(Cc1ccncc1)S(=O)(=O)c1ccc(C(C)=O)cc1	-8%	3%	-4%	7.9µM*	-26%	31%	-2%	6%	-70%	2%
CCCCNC(=S)NNC(=O)c1ccc(Br)o1	-2%	10%	14%	-25%	-5%	0.79µM*	3%	-3%[11.5 µM]	-12%	0%
CC(C)N(CCc1ccncc1)C(=S)Nc1cccc(Cl)c1	0%	1%	-3%	?	3%	?	-1%	-6%	-26%	-4%
O=c1cc(-c2ccsc2)oc2cc(-c3ccc4c(c3)OCO4)ccc12	/	1%	0%	/	/	/	/	/	-18%	1%
Cc1cc2c3c(c1C)C1(C(=O)N3C(C)(C)CC2C)C(C#N)=C(N)Oc2n[nH]c(C)c21 (stereo not drawn)	-3%	-7%	/	-12%	1%	1%	-2%	3%	-50%	-4%
O=C(NNC(=O)c1cccnc1)Nc1ccc(Cl)c(Cl)c1	7%	-4%	-2%	-6%	-7%	8%	-9%	7%	1%	-5%
COc1cc(/C=C2/C(=O)ON=C2C)cc(Cl)c1O	4%	1%	1%	?	-10%	13µM*	?	12%	6%	7%
COc1ccc(/C(C)=N/OCC(=O)N=Nc2c(O)[nH]c3ccc(Br)cc23)cc1	-1%	-6%	2%	6%	0%	-13%	0%	/	4%	0%
CC(C)c1ccc(/C=N/NC(=O)C(=O)NCCCN2CCOCC2)cc1	0%	0%	4%	-4%	-2%	-9%[10 µM]	?	/	-3%	3%
Cc1ccccc1C(=O)Nc1cccc(N)c1	10%	16%	4%	-25%	2%	22%	?	5%	1%	2%
CCOC(=O)C(=Cc1ccccc1OC)C(=O)OCC	-4%	-12%	-13%	3%	10%	?	6%	-13%	-74%	2%
Cc1nnsc1S(=O)c1ccc(Br)cc1 (stereo not drawn)	-7%	?	?	-8%	-12%	-26%	1%	2%	-32%	2%
CCOc1cc(/C=C/C(=O)NCCc2ccc(S(N)(=O)=O)cc2)ccc1OCC(C)C	-2%	4%	-5%	21%	7%	6%	-1%	11%	-8%	-9%
CCOC(=O)c1ccccc1NC(=S)N1CCC(C(N)=O)CC1	-4%	2%	6%	-10%	3%	4%	-2%	-1%	13%	2%
CCOC(=O)c1cc(S(=O)(=O)NCc2ccc3c(c2)OCO3)cn1C	-1%	-4%	5%	-4%	-4%	1%	0%	3%	-26%	0%
O=C(CCCN1CCC(C(=O)c2ccc(F)cc2)CC1)c1ccc(F)cc1	-1%	2%	-18%	-2%&-3%	0%	-12%	2%	2%	-16%	-8%
COc1cc(NC(=O)c2ccccc2)c(OC)cc1NC(=O)CN1CCCCC1	-3%	-4%	10%	-1%	-3%	-29%	?	3%	-3%	-9%

Single records (already shown). Order of screens: NPC1 prom act, p53 reactivator, uPA generation, Gal4-VP16 FLuc, Rab9 prom act, RORgamma inh, FLuc counter, MBNL1 CUG block, BRCA1 expr act, ELG1 genotox
COc1cc(OC)cc(-c2oc(=O)c3cc(OC)c(OC)cc3c2/C=C/c2ccc(F)cc2)c1 is entered as -6%, 4%, 5%, /, -1%, /, 4%, /, -10%, 0%
COC(=O)c1nn(-c2ccc(Oc3ccccc3)cc2)c(=O)cc1O is entered as -3%, -1%, 3%, -14%, 0%, 0%, -19%, -13%, 0%, 0%

Next section:
SMILES	NPC1 prom act	p53 reactivator	uPA generation	Gal4-VP16 FLuc	Rab9 prom act	RORgamma inh	FLuc counter	MBNL1 CUG block	BRCA1 expr act	ELG1 genotox
O=C1CC(c2ccccc2)Sc2nc(-c3ccccc3)c(-c3ccccc3)n21 (stereo not drawn)	0%	16%	8%	0%	2%	-14%	5%	-2%	2%	0%
CCn1cc(C(=O)O)c(=O)c2cnc(N3CCN(C(=S)NC(=O)c4ccc(F)c(F)c4)CC3)nc21	-2%	-1%	0%	?	-1%	2.5µM*	0%	-1%	-30%	3%
COc1ccc(OCC(=O)Nc2ccc3c(c2)nc(CCN2CCC(C)CC2)n3C)cc1	2%	0%	-9%	-6%	-3%	-7%	-3%	-4%	-2%	-2%
CC1CCC(NC(=O)CN(C)CC(=O)Nc2ccc(F)cc2)CC1 (stereo not drawn)	-2%	7%	-1%	/	-2%	/	-2%	/	48%	3%
COc1cccc(NC(=O)CSc2nc(=O)n(CCN(C)C)c3c2CCCC3)c1	5%	7%	-1%	/	-5%	/	4%	/	4%	0%

High-throughput results deposited in PubChem BioAssay by National Center for Advancing Translational Sciences (NCATS).
